From PubChem BioAssay
HTR5A ag ctr – activates human HTR5A in OPRM1-OPRD1 agonist counter-screen. P47898. HTR5A agonist assay, luminescence, cell-based. 0.61% of 340,000 active. activation, % at 9.3 µM; in the data active = activation mostly above about 9.5%, no sharp cut-off; inactive = mostly below about 7.6%;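 also: 0% = cells with vehicle only and 100% = reference agonist; strong numbers were not always called active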
CDK5 p35 inh – inhibitors of human CDK5/p35 kinase; inhibition, % at 10 µM; 0.01% of 330,000 active; Recombinant CDK5/p35, ADP-Glo luminescence, 60 min; AID 488839; Q00535+Q15078;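 active = highest replicate inhibition of at least 50% and at least 75% of replicates reaching 50%; inconclusive = only one of the two criteria met; inactive = both criteria failed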;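 also: plate controls were DMSO neutral control for no effect and GW8510 at 10 µM for full effect; many of its hits are not listed in these tables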
MITF TRPM1 HTS – increases MITF-driven TRPM1 promoter luciferase signal; SK-MEL-5 TRPM1-promoter luciferase, 24 h; % of positive control, neutral wells = 0; activation, % at 12.5 µM; 0.75% of 300,000 active; AID 588334;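 active = mean activation of at least 80% with every replicate also reaching 80%; inconclusive = mean reaches 80% but some replicate falls short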;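 also: 0% = neutral control wells and 100% = parthenolide positive control wells; values of inactives mirror those of a sister screen read the other way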
dFosB act – mouse delta FosB homodimer activation; P13346; purified delta FosB, TAMRA-CDK5 oligo fluorescence polarization; percent of positive-control signal above neutral wells; activation, % at 25 µM; 0.99% of 340,000 active; AID 493131;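 active = mean activation above about 17%, with every replicate also reaching it, limit read from the data, passing the limit was not always enough; inconclusive = only one of the two conditions met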;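 also: fluorescence polarization rise as delta FosB binds a TAMRA Cdk5 AP-1 oligo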
SR-BI DiI inh – inhibitors of mouse SR-BI mediated HDL lipid uptake; inhibition, % at 12.5 µM; ldlA[mSR-BI] CHO cells, DiI-HDL uptake fluorescence, 3 h; Q61009; 0.96% of 320,000 active;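 active = mean replicate inhibition of at least 70% and a set share of replicates each scoring 70 or more; inconclusive = meets just one of the two criteria; inactive = fails both criteria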;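 also: 0% = median of neutral control wells and 100% = median of positive control wells; values of inactives mirror those of a sister screen read the other way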
Target sequence (Q61009 whole entry, looked up): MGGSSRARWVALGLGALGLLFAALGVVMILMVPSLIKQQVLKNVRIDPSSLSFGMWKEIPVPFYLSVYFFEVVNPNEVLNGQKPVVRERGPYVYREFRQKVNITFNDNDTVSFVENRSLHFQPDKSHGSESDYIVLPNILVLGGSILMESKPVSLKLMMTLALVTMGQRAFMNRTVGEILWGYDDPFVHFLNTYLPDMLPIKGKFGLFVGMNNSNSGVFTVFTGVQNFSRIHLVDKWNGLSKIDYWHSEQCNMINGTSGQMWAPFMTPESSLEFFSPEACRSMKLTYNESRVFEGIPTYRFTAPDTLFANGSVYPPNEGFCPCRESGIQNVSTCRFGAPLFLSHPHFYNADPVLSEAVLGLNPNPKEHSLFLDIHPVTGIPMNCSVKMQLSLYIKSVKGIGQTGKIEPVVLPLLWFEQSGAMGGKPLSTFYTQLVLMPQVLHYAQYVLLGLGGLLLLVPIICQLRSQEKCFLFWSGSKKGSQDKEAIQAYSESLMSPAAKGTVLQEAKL
RTF Ca sens act – cardiac RTF calcium sensitization | activation, % at 7.2 µM | IANBD-labeled TnC RTF fluorescence at EC20 calcium; 0% EC20 calcium, 100% full calcium | 0.24% of 340,000 active | AID 493008;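 active = activation above the mean over all tested compounds plus 3 SD, cut at about 30% in these data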;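 also: rise in fluorescence read as greater calcium sensitivity of cardiac thin filaments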
PvdQ acylase – P. aeruginosa PvdQ acylase inhibition; purified PvdQ acylase, fluorescence plate reader; inhibition, % at 10 µM; 0.063% of 340,000 active; AID 488965; in the data active = inhibition above about 30%, passing the limit was not always enough; inconclusive = no clear call, values can overlap the other calls;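 also: 0% = vehicle neutral wells and 100% = reference inhibitor wells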
SR-BI uptake up – activators of SR-BI mediated HDL lipid uptake; CHO ldlA[mSR-BI] cells, DiI-HDL uptake fluorescence, 3 h; 100 = double the neutral-control signal; activation, % at 12.5 µM; 0.096% of 320,000 active;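 active = mean replicate activation of at least 60% and every replicate at or above 60%; inconclusive = mean or all-replicate condition met, but not both; inactive = mean below 60% and not all replicates reaching 60%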;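 also: 0% = median plate neutral-control signal and 100% = twice that signal; values of inactives mirror those of a sister screen read the other way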
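System: LDL receptor-deficient CHO ldlA cells overexpressing murine SR-BI | Timing: 3 h uptake period with compound, 37 °C | Medium: HEPES-buffered (25 mM, pH 7.4) F12 plus 0.5% BSA | Dosing: Single-point compound dose | Signal: Bottom-read fluorescence, 550/595 nm | Read-out: Retained DiI signal reflecting DiI-HDL uptake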
Rtt109 Vps75 – blocks Candida albicans Rtt109/Vps75 acetyltransferase activity | purified Rtt109/Vps75, ThioGlo CoA-SH fluorescence, 4 h | inhibition, % at 34.9 µM | 0.16% of 330,000 active;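 active = inhibition of at least 50% in every replicate; inconclusive = best replicate reaches 50% inhibition but some replicates fall short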
Target sequence (Q5AAJ8 whole entry, looked up): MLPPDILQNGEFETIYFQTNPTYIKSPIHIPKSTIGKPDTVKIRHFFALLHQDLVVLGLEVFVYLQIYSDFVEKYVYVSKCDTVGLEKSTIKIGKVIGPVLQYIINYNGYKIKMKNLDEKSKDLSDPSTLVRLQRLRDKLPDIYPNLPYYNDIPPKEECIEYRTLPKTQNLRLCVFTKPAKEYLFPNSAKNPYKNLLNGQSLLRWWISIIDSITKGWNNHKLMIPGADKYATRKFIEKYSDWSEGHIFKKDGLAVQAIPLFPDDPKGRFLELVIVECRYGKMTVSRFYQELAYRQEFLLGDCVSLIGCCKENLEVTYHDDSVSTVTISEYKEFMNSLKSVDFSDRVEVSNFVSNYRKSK
Wnt bcat act – Wnt/beta-catenin pathway activation; Wnt/beta-catenin reporter cell assay, activator, plate reader; activation, % at 9.35 µM; 1.2% of 300,000 active; in the data active = activation above about 30%, passing the limit was not always enough; inconclusive = no clear call, values can overlap the other calls;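 also: 0% = neutral control wells and 100% = positive control wells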
* marks the source's active call; other numbers are inactive results; ? = inconclusive; nt = not tested or not shown.

SMILES | HTR5A ag ctr | CDK5 p35 inh | MITF TRPM1 HTS | dFosB act | SR-BI DiI inh | RTF Ca sens act | PvdQ acylase | SR-BI uptake up | Rtt109 Vps75 | Wnt bcat act
C=CCOc1ccc(/C=C/C(=O)OCC(=O)N(C)CC(=O)Nc2ccc(F)cc2)cc1 | -1 | -0.5 | -5 | 2 | 41 | -6 | 0 | -41 | -7 | -2
Cc1ccc(CNc2ncccc2-c2nc3cc(Cl)ccc3o2)cc1 | 5 | 0.7 | -5 | -10 | 14 | 6 | -21 | -14 | 0 | nt
O=C1NN=C(c2ccc(Br)cc2)CC1c1ccc(Cl)cc1 (configuration not stated) | 0 | -1.5 | 6 | -4 | -12 | 3 | 25 | 12 | 10 | -2
O=C(COC(=O)/C=C/c1ccccc1)NC1CC1 | 12 | -1.5 | -9 | 3 | -9 | -7 | 1 | 9 | 1 | 1
COc1ccc(C(=O)NCCCN2CCOCC2)cc1 | -4 | 0.5 | -1 | -5 | 3 | 0 | -9 | -3 | 4 | 3
CC(C)Cc1nnc(NC(=O)CSc2nc(=O)cc(N)n2-c2ccccc2)s1 | 1 | 0.7 | -8 | -11 | -2 | -1 | -13 | 2 | 11 | nt
Cc1ccc(CNc2nc(N)c([N+](=O)[O-])c(NCCO)n2)cc1 | 1 | 0.2 | 16 | 3 | 2 | -1 | -14 | -2 | 2 | 0
O=C(NC1CCCC1)C(c1cccs1)N(C(=O)c1ccco1)c1ccc2c(c1)OCO2 (configuration not stated) | -4 | -1.0 | -7 | -4 | 39 | -2 | -6 | -39 | 1 | -1
Cc1nc2sc(C(c3ccco3)N3CCC(C)CC3)c(O)n2n1 (configuration not stated) | -1 | 0.6 | nt | -3 | -16 | -1 | -6 | 16 | 28 | 2
CCCn1c(SCCC(=O)O)nc2ccccc21 | 0 | -1.0 | -9 | -5 | -14 | 10 | -7 | 14 | -12 | -1
CCn1cc(S(=O)(=O)CC(=O)N2CCc3ccccc32)c2ccccc21 | 0 | -0.5 | nt | -1 | 17 | 2 | -15 | -17 | 2 | -2
NNC(=O)c1ccc(COc2ccccc2)cc1 | 2 | -1.3 | -5 | -5 | 19 | -1 | -15 | -19 | -3 | -2
CCCCNC(=O)CCn1ccc2cc(S(=O)(=O)N3CCCC3)ccc21 | 4 | 1.4 | 13 | -1 | -14 | 1 | -7 | 14 | -6 | -2
N#CCN1CCN(CCC(=O)Nc2ccc(OCc3ccccc3)cc2)CC1 | -3 | 0.5 | 29 | 2 | -9 | -4 | -2 | 9 | 12 | nt
COc1ccc(Nc2ncnc3c2cnn3Cc2ccccc2)cc1OC | -2 | 7.8 | -10 | -5 | 4 | 7 | -8 | -4 | nt | nt
Cc1nn(-c2ccccc2)c(C)c1NC(=O)c1cccs1 | -2 | -5.4 | 3 | -2 | 2 | -4 | -4 | -2 | -12 | 4
Cc1ccc(C)c(OCC(=O)NCC(C)C)c1C | 1 | 0.5 | -8 | -3 | 6 | 4 | -9 | -6 | -2 | -3
CCc1ccc(N2C(=O)Nc3ccc(Br)cc3C2(O)C(=O)NCCN(C)C)cc1 (configuration not stated) | 2 | -0.2 | 11 | 3 | -9 | -1 | 12 | 9 | 6 | 0
COc1ccc(OCC(=O)Nc2ccc(C)cc2)cc1 | -4 | 0.1 | nt | 0 | -17 | 0 | -7 | 17 | -11 | 4
CCCN1C2CCCC1CC(NC(=S)Nc1cc(C)ccc1C)C2 (configuration not stated) | 1 | -0.7 | 2 | -8 | -12 | 8 | -10 | 12 | 4 | 0

Limited to SR-BI DiI inh and PvdQ acylase, for three of the compounds above:
molecule,SR-BI DiI inh,PvdQ acylase
Cc1ccc(CNc2nc(N)c([N+](=O)[O-])c(NCCO)n2)cc1,2,-14
O=C(NC1CCCC1)C(c1cccs1)N(C(=O)c1ccco1)c1ccc2c(c1)OCO2 (configuration not stated),39,-6
Cc1nc2sc(C(c3ccco3)N3CCC(C)CC3)c(O)n2n1 (configuration not stated),-16,-6

(next part)
SMILES | HTR5A ag ctr | CDK5 p35 inh | MITF TRPM1 HTS | dFosB act | SR-BI DiI inh | RTF Ca sens act | PvdQ acylase | SR-BI uptake up | Rtt109 Vps75 | Wnt bcat act
COc1ccc(CCn2c(S)nc3ccccc3c2=O)cc1 | 1 | 0.0 | 5 | -9 | 17 | -6 | -7 | -17 | -11 | 4
COc1ccccc1NC(=O)CS(=O)(=O)c1cn(CC(=O)N(C(C)C)C(C)C)c2ccccc12 | -2 | 0.3 | 16 | -11 | 45 | -1 | -7 | -45 | -4 | 0
CC(C)CCNC(=O)CN(Cc1cccs1)C(=O)CCC(=O)Nc1nccs1 | 4 | 0.7 | 9 | 1 | 15 | -2 | -4 | -15 | 4 | 0
Cc1cc(C)nc(NC(=O)c2ccc(Cl)c([N+](=O)[O-])c2)n1 | 5 | -0.4 | -20 | -2 | -8 | 1 | -14 | 8 | 10 | 0
O=C(/C=C/c1ccccc1)N1CCN(CC(O)COc2ccccc2)CC1 (configuration not stated) | -6 | 2.1 | -13 | 5 | -17 | -2 | 10 | 17 | 1 | nt
O=C(N=C1SC2CS(=O)(=O)CC2N1c1ccc(F)c(Cl)c1)C1CC1 (configuration not stated) | 3 | -10 | -5 | -1 | -24 | 0 | -21 | 24 | -2 | 0
Cc1ccccc1CNC(=O)c1cc(COc2ccc(F)cc2F)on1 | 2 | -1.1 | 7 | -2 | 15 | 4 | 1 | -15 | -4 | -2
CC(=O)Nc1ccc(OCC(O)CN2CCN(Cc3ccccc3)CC2)cc1 (configuration not stated) | 2 | -3.8 | -14 | -4 | -31 | 2 | -12 | 31 | 2 | 0
O=C(/C=C/c1ccccc1)CC(=O)c1ccccc1 | -2 | -1.2 | 36 | -6 | 3 | -8 | -1 | -3 | -4 | -2
O=C(COC(=O)c1ccc(O)cc1O)N=c1sccn1Cc1ccccc1Cl | 5 | 2.3 | 2 | -9 | 6 | -9 | -9 | -6 | 0 | 0
COc1ccc(-c2nnc(N(C)C(=O)C3CCCO3)s2)cc1 (configuration not stated) | -1 | 1.6 | 39 | -9 | 6 | -1 | 3 | -6 | 14 | nt
c1ccc(-c2csc(-n3cccn3)n2)cc1 | -1 | 0.8 | 7 | 1 | 2 | 1 | -4 | -2 | -2 | 0
Cc1ccc(C)c2[nH]c(=O)c(CCNC(=O)CCc3ccccc3)cc12 | 4 | -1.6 | -10 | -9 | -15 | -2 | -16 | 15 | 3 | -2
Cc1cc2oc(=O)cc(CSc3nnc(-c4cccs4)o3)c2cc1C(C)C | -9 | 0.3 | -11 | 8 | 17 | -3 | 5 | -17 | 6 | nt
Cc1ccc2[nH]c(C)c(CC(=O)O)c2c1 | 0 | 1.0 | 8 | 0 | -18 | -1 | 0 | 18 | 0 | nt
Cc1cc(C)c(NC(=O)CN2C(=O)NC3(CCCCC3)C2=O)c(Cl)c1 | 3 | -0.9 | 1 | -2 | -2 | -1 | -4 | 2 | -20 | -1
CCn1nnnc1SCC(=O)N1CCCc2ccccc21 | 5 | -1.3 | -1 | -6 | 0 | 18 | -12 | 0 | 9 | nt
N#CCCn1cc(C(=O)N2CCOCC2)c(-c2ccc3c(c2)OCCO3)n1 | 2 | 1.3 | 2 | -4 | -10 | -7 | -8 | 10 | 13 | -1
CCC1(C)Cc2nc3[nH]c(=S)n(-c4ccccc4)c(=O)c3cc2CO1 (configuration not stated) | 1 | 0.8 | -4 | 9 | -7 | -5 | 2 | 7 | 0 | -5
O=C(CN1CCOCC1)N/N=C/C=C/c1ccccc1 | 2 | 4.3 | 6 | 5 | -8 | 1 | 0 | 8 | -3 | 0
COc1cc(/C=C(\C#N)c2nc3ccccc3s2)cc([N+](=O)[O-])c1O | -1 | 2.5 | -16 | -24 | -9 | 2 | 8 | 9 | 1 | -1
Cc1ccc(C2=NN(C(=O)CSc3nnnn3C)C(c3ccco3)C2)cc1 (configuration not stated) | -1 | 0.5 | -8 | -13 | 23 | 3 | -11 | -23 | 9 | 1
CCOC(=O)N1CCC(NC(=O)CCc2nc(-c3ccc(C)cc3)no2)CC1 | 0 | 0.5 | -10 | -4 | -1 | -3 | -4 | 1 | 2 | nt
COc1cc(NS(=O)(=O)c2ccc(NC(=O)/C=C/c3cccc([N+](=O)[O-])c3)cc2)ncn1 | 4 | -0.4 | 1 | 2 | 5 | -6 | 4 | -5 | 6 | 5
O=C1NC2(CCCCC2)NN1c1ccccc1 | 9 | 1.4 | 6 | -1 | -5 | 2 | -10 | 5 | -20 | nt
COc1cccc(-c2nc(N3CCN(c4ccccc4)CC3)c3ccccc3n2)c1O | -1 | -0.1 | -14 | -1 | 5 | 2 | 1 | -5 | -7 | nt
CCOCCCNC(=O)C(NC(=O)c1cnccn1)c1ccc(OC)cc1 (configuration not stated) | 4 | -1.1 | 6 | -2 | -22 | -2 | 3 | 22 | nt | nt
COc1cc(C(c2nnnn2C2CCCC2)N2CCN(C)CC2)cc(OC)c1OC (configuration not stated) | 3 | -1.3 | -6 | -3 | -10 | -6 | 7 | 10 | 7 | nt
CCCn1c(N2CCN(C(=O)Nc3ccccc3)CC2)nc2ccccc21 | -4 | -2.3 | 7 | -10 | 35 | 5 | -3 | -35 | 6 | 1
COc1cc(OC)cc(C(=O)NNC(=S)Nc2ccccc2OC)c1 | 1 | -0.8 | 2 | -7 | -9 | 3 | 16 | 9 | nt | nt
Cc1ccc(C)c(NC(=S)NC(NC(=O)/C=C/c2ccccc2)C(Cl)(Cl)Cl)c1 (configuration not stated) | 0 | 1.2 | -43 | ? | 15 | -7 | -13 | -15 | 8 | -13
CC(=O)c1ccc(-n2nnnc2SCC(=O)NC2CCCCC2)cc1 | 5 | 0.8 | -5 | -3 | 31 | 2 | -9 | -31 | 6 | -3
COc1ccc([N+](=O)[O-])cc1NC(=O)c1ccc(N(Cc2ccccc2C)S(C)(=O)=O)cc1 | -6 | -2.3 | -1 | 11 | 45 | 0 | -9 | -45 | 7 | -1
COc1ccc(Cl)cc1C(=O)Nc1nnn(C)n1 | 1 | 2.7 | -3 | -9 | -12 | -7 | 14 | 12 | -5 | -5
Cc1cc(C)n(-c2ccc(C(=O)Nc3ccc(S(=O)(=O)NCc4ccco4)cc3)cc2)n1 | 0 | 0.7 | -40 | -10 | 56 | -1 | -23 | -56 | -1 | -14
O=S(=O)(NCc1csc(-c2cccs2)n1)c1ccc(Cl)cc1 | -2 | 0.0 | -4 | -8 | -17 | 6 | -1 | 17 | 4 | -2
